# SR-BI DiI-HDL act – enhances SR-BI lipid uptake from DiI-HDL; AID 504775; 320,000 tested, 0.096% active; activation, % at 12.5 µM; CHO ldlA[mSR-BI] cells, DiI-HDL uptake fluorescence, 3 h; 100 = double the neutral-control signal;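 active means mean replicate activation of at least 60% and every replicate at or above 60%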;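 further: 0% = median plate neutral-control signal and 100% = twice that signal; values of inactives mirror those of a sister screen read the other way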
#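 Material: SR-BI-overexpressing, LDLR-lacking CHO cells; schedule: compound exposure 3 h, 37 °C; reagent: DiI-labelled HDL at 10 µg/mL final; technique: bottom-read fluorescence, 550/595 nm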
# Cardiac RTF inh – cardiac RTF calcium desensitization | IANBD-labeled cardiac RTF, Ca2+ fluorescence | inhibition, % at 7.15 µM | P19429+P45379 | 340,000 tested, 0.12% active;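 active means inhibition above the mean inhibition of all tested compounds plus 3 SD, cut at about 17% in these data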;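 further: assay run at fixed EC70 calcium of 1.6 mM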
# C-LANA FP – inhibitors of KSHV LANA C-terminal domain DNA binding; MBP-C-LANA/FAM-LBS DNA binding, fluorescence polarization; inhibition, % at 9 µM; 340,000 tested, 0.078% active; AID 504423;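 active means highest replicate inhibition at or above 60% at 9 µM, even if other replicates fall short; inactive means all replicates below 60% inhibition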;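 further: 0% = neutral control wells and 100% = 4 µM acridine orange control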
# DAGLB inhibitor – blocks human DAGLB lipase activity; HEK293T DAGLB membrane lysate, EnzChek fluorogenic substrate; AID 504411; 340,000 tested, 0.059% active; inhibition, % at 5.17 µM; in the data active means inhibition above about 34%;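 further: 0% = enzyme with vehicle and 100% = wells lacking enzyme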
# Target sequence (Q8NCG7 whole entry, looked up): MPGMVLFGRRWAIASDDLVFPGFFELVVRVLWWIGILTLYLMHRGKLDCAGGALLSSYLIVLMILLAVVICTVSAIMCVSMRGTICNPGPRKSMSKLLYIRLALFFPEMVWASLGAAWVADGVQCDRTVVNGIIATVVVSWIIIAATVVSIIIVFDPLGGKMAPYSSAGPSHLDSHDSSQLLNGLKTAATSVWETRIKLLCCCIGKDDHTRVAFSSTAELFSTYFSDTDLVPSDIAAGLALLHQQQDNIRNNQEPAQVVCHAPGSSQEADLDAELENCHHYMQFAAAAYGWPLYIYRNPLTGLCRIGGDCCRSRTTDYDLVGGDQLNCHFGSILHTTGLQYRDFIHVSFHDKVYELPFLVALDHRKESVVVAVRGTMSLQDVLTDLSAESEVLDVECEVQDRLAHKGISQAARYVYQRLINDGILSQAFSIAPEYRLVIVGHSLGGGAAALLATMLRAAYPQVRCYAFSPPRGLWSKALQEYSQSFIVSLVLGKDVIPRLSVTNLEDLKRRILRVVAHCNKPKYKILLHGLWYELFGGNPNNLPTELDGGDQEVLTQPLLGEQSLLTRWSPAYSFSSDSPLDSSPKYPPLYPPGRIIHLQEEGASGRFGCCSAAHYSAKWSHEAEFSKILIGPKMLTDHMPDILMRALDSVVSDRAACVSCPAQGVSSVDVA
# RTF Ca sens act – increases calcium sensitivity of human cardiac regulated thin filaments | P19429+P45379 | IANBD-labeled TnC RTF fluorescence at EC20 calcium; 0% EC20 calcium, 100% full calcium | activation, % at 7.2 µM | 340,000 tested, 0.24% active | AID 493008;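 active means activation above the mean over all tested compounds plus 3 SD, cut at about 30% in these data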;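 further: rise in fluorescence read as greater calcium sensitivity of cardiac thin filaments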
# PKA-R2B activ – activates the human PKA-R2B holoenzyme complex; PKA-R2B holoenzyme dissociation, Cy5-IP20 fluorescence polarization; R2B truncated from residue 108, S112A mutant; 0% DMSO only, 100% 113 µM cGMP; activation, % at 11.4 µM; 340,000 tested, 0.079% active; AID 504700;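 active means activation above a cutoff set at the mean over all compounds plus 3 SD, cut at about 18% in these data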;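 further: higher means more holoenzyme dissociation and a rise in polarization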
# CAL PDZ FP-1 – inhibitors of human CAL PDZ peptide binding; Q9HD26; purified CAL PDZ, TMR-peptide fluorescence polarization, 1 h; inhibition, % at 20 µM; 330,000 tested, 0.02% active; AID 504414;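 active means highest replicate inhibition of at least 40%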;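 further: plate controls were DMSO neutral control wells for no effect and unlabeled competitor peptide control wells for full effect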
#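 Control set: unlabelled peptide and DMSO controls / Material: purified CerCALP PDZ construct / Timing: 1 h incubation at room temperature before polarization reading / Doses: 20 µM, one dose / Detection: fluorescence polarization (mP)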
# CAL PDZ FP-2 – blocks peptide binding to the human CAL PDZ domain; Q9HD26; purified CAL PDZ, TMR-peptide fluorescence polarization, 1 h; inhibition, % at 24.9 µM; 300,000 tested, 0.92% active; AID 602252;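 active means mean inhibition of at least 30% with at least half of replicates also reaching 30%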;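 further: 0% = DMSO neutral control and 100% = excess unlabeled competitor peptide PRC23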
# Rtt109 Vps75 – C. albicans Rtt109 histone acetyltransferase inhibition; Q5AAJ8; purified Rtt109/Vps75, ThioGlo CoA-SH fluorescence, 4 h; inhibition, % at 34.9 µM; 330,000 tested, 0.16% active;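 active means inhibition of at least 50% in every replicate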
# Target sequence (Q5AAJ8 whole entry, looked up): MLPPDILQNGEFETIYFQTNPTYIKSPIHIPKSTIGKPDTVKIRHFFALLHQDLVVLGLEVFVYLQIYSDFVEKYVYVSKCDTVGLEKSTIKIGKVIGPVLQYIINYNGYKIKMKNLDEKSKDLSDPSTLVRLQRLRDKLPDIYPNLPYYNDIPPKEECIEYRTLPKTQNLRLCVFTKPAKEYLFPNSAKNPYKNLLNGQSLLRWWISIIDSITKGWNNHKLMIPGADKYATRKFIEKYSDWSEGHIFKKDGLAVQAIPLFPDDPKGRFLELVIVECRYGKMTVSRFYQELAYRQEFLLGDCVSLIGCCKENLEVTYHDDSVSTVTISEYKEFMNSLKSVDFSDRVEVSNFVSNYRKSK
# Keap1-Nrf2 PPI – Keap1-Nrf2 (human) interaction inhibition; Q14145; Keap1 Kelch-Nrf2 peptide fluorescence polarization, 1536-well; inhibition, % at 9.4 µM; 340,000 tested, 0.15% active; AID 504523; in the data active means inhibition above about 12%;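 further: human Keap1 Kelch domain with fluorescein labeled Nrf2 9mer peptide probe; 0% = neutral control wells and 100% = peptide positive control; higher means more block of Keap1 binding to Nrf2 peptide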
# Numbers without * were called inactive; . = no result given.
SMILES,SR-BI DiI-HDL act,Cardiac RTF inh,C-LANA FP,DAGLB inhibitor,RTF Ca sens act,PKA-R2B activ,CAL PDZ FP-1,CAL PDZ FP-2,Rtt109 Vps75,Keap1-Nrf2 PPI
COCCNC(=O)/C(C#N)=C/c1cc(Br)c(O)c(OC)c1,11,-3,-3.5,0,1,-3,-4.1,-5,5,-3
CCOc1ccc(NC(=O)CCC(=O)c2ccc(-c3ccccc3)cc2)cc1,11,3,2.4,-6,0,1,0.3,-4,2,0
CCN(CC)S(=O)(=O)c1ccc(N2CCOCC2)c(NC(=O)COc2ccc(C#N)cc2)c1,-59,2,-0.4,-1,2,-4,0.3,-2,2,-3
O=C(O)c1cnccn1,16,5,-1.6,1,0,1,0.5,-5,6,-4
O=C(CSc1nc(-c2cccs2)cc(C(F)(F)F)n1)Nc1cc(OCC(F)(F)F)cc([N+](=O)[O-])c1,-21,-5,1.2,-1,0,-9,0.1,1,-7,4
O=C(CN(C(=O)c1csnn1)c1ccc(F)c(Cl)c1)NC1CCCCC1,-3,0,-0.1,0,-3,-2,-2.4,7,-15,1
O=C(c1ccccc1Sc1ccccc1[N+](=O)[O-])N1CCCCC1,-17,8,0.6,-2,-2,-11,0.3,-4,-1,-2
O=S(=O)(c1cccc2cccnc12)N1CCc2ccccc21,.,-3,-0.2,1,11,2,-1.4,0,-4,0
COc1ccc(/C=C/C(=O)N2CCN(c3ccccc3)CC2)cc1S(=O)(=O)N1CCOCC1,-57,-3,0.6,1,2,-1,-0.4,52*,1,1
O=C(Nc1ccc([N+](=O)[O-])cc1)/C(=C/c1cccc([N+](=O)[O-])c1)NC(=O)C1CCCCC1,.,-10,-0.1,1,-4,0,-1.3,-6,-6,-4
O=C(Cn1c(=O)n(-c2ccc(F)cc2)c(=O)c2sccc21)N1CCCC1,14,-8,0.9,1,1,-7,-0.3,0,-11,3
COc1ccc(CCN=C(N)NS(=O)(=O)c2ccc(F)cc2)cc1,0,-9,0.3,-3,1,-7,-2.4,0,14,4
O=C1CC(C(=O)Nc2ccc(Cl)cc2)n2ncnc2N1 (centres undefined),15,17,-0.4,0,5,-5,-0.8,3,0,-1
O=C(CNC(=O)c1sc2ccccc2c1Cl)NC1CC1,17,-1,1.4,-6,-3,-5,-2.3,3,33,-1
OC1CCCC1,6,-2,-1.1,-2,0,5,0.7,2,-12,-4
CCOc1ccc(NC(=O)CC2C(=O)N(c3ccccc3)C(=O)N2Cc2ccccn2)cc1 (centres undefined),10,-6,-0.5,1,1,12,-2.4,.,-5,-4
Cc1c(NC(=O)C(=O)/C=C(\O)c2ccc(Br)cc2)c(=O)n(-c2ccccc2)n1C,11,-4,-0.1,10,1,-2,-2.5,0,7,-2
CCn1c(-c2csc(-c3ccc(Cl)cc3)n2)n[nH]c1=S,-1,-2,0.0,-1,-1,-7,-0.8,0,-9,-4
CN(CC(=O)Nc1cccc(F)c1)C(=O)c1cc(=O)[nH]c2ccccc12,16,0,-0.1,-2,-2,-8,-1.0,-3,18,-4
O=C(NNC(=O)C(Cl)Cl)c1cnn(-c2ccccc2)c1C(F)(F)F,-13,-1,0.1,2,8,-2,0.3,-2,-7,-1
Cc1ccc(NC(=O)/C=C/c2ccc(S(=O)(=O)N3CCOCC3)cc2)cc1S(=O)(=O)N(C)C,-86,-3,5.6,1,-5,-11,-5.3,.,4,5
O=C(CCCN1CC=C(n2c(=O)[nH]c3ccccc32)CC1)c1ccc(F)cc1,-12,6,1.6,0,-3,-9,-2.0,0,9,3
CCOc1cc(N2CCOCC2)c(OCC)cc1NC(=O)c1ccc2ccccc2n1,-95,-7,-0.3,-1,-4,-16,-0.1,-5,7,-2
CCCOc1ccc(N2CC(C(=O)Nc3ccccc3C(=O)NC)CC2=O)cc1 (centres undefined),-31,6,-3.5,0,-5,9,0.0,-3,0,-4
O=C(NNc1nc2ccc(Cl)cc2s1)c1cc(-c2cccs2)nc2ccccc12,-89,0,-1.1,5,14,-5,0.1,.,-2,-2

# 12 entries from above, set out differently:
# Screens in order: SR-BI DiI-HDL act | Cardiac RTF inh | C-LANA FP | DAGLB inhibitor | RTF Ca sens act | PKA-R2B activ | CAL PDZ FP-1 | CAL PDZ FP-2 | Rtt109 Vps75 | Keap1-Nrf2 PPI
COCCNC(=O)/C(C#N)=C/c1cc(Br)c(O)c(OC)c1
    11 | -3 | -3.5 | 0 | 1 | -3 | -4.1 | -5 | 5 | -3
CCOc1ccc(NC(=O)CCC(=O)c2ccc(-c3ccccc3)cc2)cc1
    11 | 3 | 2.4 | -6 | 0 | 1 | 0.3 | -4 | 2 | 0
CCN(CC)S(=O)(=O)c1ccc(N2CCOCC2)c(NC(=O)COc2ccc(C#N)cc2)c1
    -59 | 2 | -0.4 | -1 | 2 | -4 | 0.3 | -2 | 2 | -3
O=C(O)c1cnccn1
    16 | 5 | -1.6 | 1 | 0 | 1 | 0.5 | -5 | 6 | -4
O=C(CSc1nc(-c2cccs2)cc(C(F)(F)F)n1)Nc1cc(OCC(F)(F)F)cc([N+](=O)[O-])c1
    -21 | -5 | 1.2 | -1 | 0 | -9 | 0.1 | 1 | -7 | 4
O=C(CN(C(=O)c1csnn1)c1ccc(F)c(Cl)c1)NC1CCCCC1
    -3 | 0 | -0.1 | 0 | -3 | -2 | -2.4 | 7 | -15 | 1
O=C(c1ccccc1Sc1ccccc1[N+](=O)[O-])N1CCCCC1
    -17 | 8 | 0.6 | -2 | -2 | -11 | 0.3 | -4 | -1 | -2
O=S(=O)(c1cccc2cccnc12)N1CCc2ccccc21
    . | -3 | -0.2 | 1 | 11 | 2 | -1.4 | 0 | -4 | 0
COc1ccc(/C=C/C(=O)N2CCN(c3ccccc3)CC2)cc1S(=O)(=O)N1CCOCC1
    -57 | -3 | 0.6 | 1 | 2 | -1 | -0.4 | 52* | 1 | 1
O=C(Nc1ccc([N+](=O)[O-])cc1)/C(=C/c1cccc([N+](=O)[O-])c1)NC(=O)C1CCCCC1
    . | -10 | -0.1 | 1 | -4 | 0 | -1.3 | -6 | -6 | -4
O=C(Cn1c(=O)n(-c2ccc(F)cc2)c(=O)c2sccc21)N1CCCC1
    14 | -8 | 0.9 | 1 | 1 | -7 | -0.3 | 0 | -11 | 3
COc1ccc(CCN=C(N)NS(=O)(=O)c2ccc(F)cc2)cc1
    0 | -9 | 0.3 | -3 | 1 | -7 | -2.4 | 0 | 14 | 4

# The listing continues:
SMILES,SR-BI DiI-HDL act,Cardiac RTF inh,C-LANA FP,DAGLB inhibitor,RTF Ca sens act,PKA-R2B activ,CAL PDZ FP-1,CAL PDZ FP-2,Rtt109 Vps75,Keap1-Nrf2 PPI
O=C1c2cccnc2C(Nc2ccc(Cl)cc2)N1Cc1cccs1 (centres undefined),11,-5,1.9,3,-3,-2,-2.5,-4,4,2
O=C(Nc1cccc(NC(=O)c2ccc(-c3ccc(Br)cc3)o2)c1)c1ccccc1,-75,3,-0.5,-4,-2,6,.,-10,4,-1
Cc1ccc(N2CC(C(=O)NCCc3ccc(S(N)(=O)=O)cc3)CC2=O)cc1 (centres undefined),2,-4,0.4,0,7,2,-1.7,-4,0,2
O=C(Nc1ccc(NC(=O)c2ccccc2F)cc1)c1cccs1,-15,6,-0.1,1,8,9,0.0,-5,-7,-4
CCCCCCCCCCCC(=O)c1c(O)cccc1O,12,5,-2.4,-9,12,0,0.1,-3,7,2
COc1ccc(CCNC2CCC(c3ccccc3)CC2)cc1 (centres undefined),-5,-5,-3.1,0,8,2,-0.3,-5,3,-2
CN(C)CCCNCCCNC(=O)/C=N/O,-7,-11,-0.2,1,0,0,-2.1,0,10,0
COc1cccc(NC(=O)c2cccc(C(=O)Nc3cccc(OC)c3)c2)c1,7,-4,0.2,-6,-4,-1,0.4,1,-3,3
CCOc1ccccc1C(=O)NCc1ccc2c(c1)OCO2,-3,5,-5.7,-1,1,5,-0.2,-4,1,-3
Cn1cccc1C(=O)Nc1nccs1,10,5,2.4,3,-3,-12,.,-6,5,0
COc1ccc(-c2nnc(NC(=O)c3ccc(S(=O)(=O)N4CCc5ccccc5C4)cc3)o2)cc1,.,0,2.0,-3,0,-2,-2.1,0,-3,-8
COc1ccc(NCC(=O)N/N=C/c2ccc3c(c2)OCCO3)cc1,-4,0,-0.1,0,3,-10,-3.7,4,6,1
Cc1ccc(NC(=O)CSCC#N)cc1,17,-1,4.0,0,2,4,-2.1,4,-4,-2
Cc1nnc(SCC(=O)c2ccc(Cl)cc2)n(N)c1=O,-5,-7,-0.2,1,3,3,0.2,-3,0,-5
CCOC(=O)C1CCN(CC(O)COc2ccc(C(C)(C)CC)cc2)CC1 (centres undefined),12,-8,-1.7,-5,-9,-4,-1.3,-5,30,-2
Cc1ccsc1CNCc1cc(Cl)ccc1O,39,-1,2.2,-13,-2,6,0.7,2,2,-2
COc1ccc(CCNC(=O)Cn2c(=O)n(-c3ccc(F)cc3)c(=O)c3sccc32)cc1OC,.,-6,-0.2,1,3,-1,-0.2,-5,-3,-2
c1cc2c3c(cccc3c1)C(N1CCCCC1)=N2,-27,-8,3.0,1,-4,-6,0.3,.,-24,3
Cn1c(=O)c2c(nc(N3CCCCC3)n2CCNC2=NCCC2)n(C)c1=O,3,-8,-1.8,-1,-5,8,.,-6,2,2
O=C(CCOc1ccc(F)cc1)Nc1nccs1,12,0,0.3,-1,-7,8,0.6,-2,-10,5
COc1ccc(C2c3ccc(O)cc3Oc3ncn(CC(C)C)c(=N)c32)cc1 (centres undefined),-14,-8,2.7,0,1,5,-1.5,1,-3,-1
COC(=O)c1[nH]c(C)c(/C(O)=C2\C(=O)C(=O)N(CCN(C)C)C2c2ccc(C)o2)c1C (centres undefined),13,-16,3.5,0,6,-5,-5.5,-9,9,-4
Cc1nc(=O)c(-c2ccccc2)c(C)n1Cc1ccccc1,10,-4,2.0,1,-2,7,-1.7,9,2,5
CCC(=O)NC(C)c1nc2ccccc2n1C (centres undefined),9,-13,-1.8,-1,-1,-7,-0.6,7,7,-6
O=C(Nc1cc2c(cc1Br)OCCO2)c1ccc(=O)[nH]c1,4,-9,-0.2,-2,-2,5,-1.6,-3,-4,-3
COc1ccc(N2CCN(c3nc4c(c(=O)n(C)c(=O)n4C)n3CCCc3ccccc3)CC2)cc1,373*,2,-0.6,-3,6,1,-0.8,1,-18,-3
Cc1cccc2cc(CN(CC3CCCO3)C(=S)NCc3ccco3)c(=O)[nH]c12 (centres undefined),-6,5,5.1,4,-10,-11,-2.5,-3,-2,1
COc1ccc(CNC(=O)CCS(=O)(=O)c2ccc3c(c2)CCN3C(C)=O)cc1,9,-1,-0.3,1,-3,4,0.7,1,-8,1

# Source: PubChem

# Rows were taken by chance; any-hit rate near 1.6%.
